# Assay outcomes: PubChem BioAssay, several laboratories
# AGP1 TOR yeast: modulators of TOR pathway AGP1-GFP in S. cerevisiae; GFP response vs DMSO, % at 10 µM; S. cerevisiae AGP1-GFP multiplex flow cytometry, 3 h; GFP as percent of DMSO wells; hit rate 0.02% among 320,000; AID 2066;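 active = GFP response relative to DMSO above a set limit, near screen average plus 3 SD, cut at about 150% in these data; inconclusive = fewer than 70 cells counted for the yeast strain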;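 also: median GFP channel fluorescence of the gated AGP1 strain per well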
# MEX-5 binding: C. elegans MEX-5 TCR-2 RNA binding activity. hit rate 0.38% among 300,000. Q9XUB2. MEX-5/FITC-TCR2 RNA binding, fluorescence polarization; stronger effect = lower value. activity score (negative = inhibition of binding), % at 10 µM;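 active = inhibition past about -25% in most replicates, and total fluorescence under double the plate's negative control median, limit read from the data; inconclusive = replicates evenly split on the limit, or fluorescence at least double controls; inactive = too little inhibition in most replicates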;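 also: 0% = DMSO and -100% = 5 µM competing unlabeled TCR2 RNA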
# MCL1 BIM primary: MCL1-BIM-BH3 interaction inhibition (human) | Q07820 | GST-MCL1 / FITC-Bim-BH3 fluorescence polarization | inhibition, % at 10.9 µM | hit rate 0.68% among 320,000;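 active = inhibition above the mean inhibition of all tested compounds plus 3 SD, set per campaign, cut at about 40% in these data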;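 also: 0% = DMSO wells and 100% = unlabeled Bim-BH3 peptide control; higher means more loss of mP so more displacement of Bim peptide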
# Target sequence (Q07820 whole entry, looked up): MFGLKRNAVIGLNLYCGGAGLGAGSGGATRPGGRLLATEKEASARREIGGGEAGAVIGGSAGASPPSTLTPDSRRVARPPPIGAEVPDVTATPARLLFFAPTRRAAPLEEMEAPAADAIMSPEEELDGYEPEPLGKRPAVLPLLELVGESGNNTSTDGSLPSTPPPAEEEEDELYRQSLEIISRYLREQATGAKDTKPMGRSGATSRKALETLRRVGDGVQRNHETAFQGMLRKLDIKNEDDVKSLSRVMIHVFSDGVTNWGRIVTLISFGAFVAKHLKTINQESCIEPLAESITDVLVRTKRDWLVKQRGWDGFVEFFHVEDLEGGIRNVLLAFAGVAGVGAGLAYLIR
# VLA-4 inh: inhibition in a human VLA-4 binding assay | P13612 | VLA-4 expressing cells, ligand binding flow cytometry | inhibition, % (about 7 µM as worked out from the volumes in the protocol) | hit rate 0.2% among 330,000 | AID 2557; in the data active = inhibition above about 50%
# GLD-1 TGE inh: GLD-1-TGE RNA interaction inhibition (C. elegans); hit rate 0.44% among 320,000; AID 2280; inhibition, % at 5.96 µM; purified GLD-1 + fluorescein TGE RNA, fluorescence polarization;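 active = percent inhibition above a per-plate cutoff, the plate mean of test compounds plus 3 SD, cut at about 30% in these data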;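 also: 0% = DMSO wells with GLD-1 and probe and 100% = wells lacking GLD-1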
# GRK2 inh: inhibitors of human GRK2 displacing RNA aptamer. P25098. bead flow cytometry, FAM-aptamer displacement from GRK2. inhibition of aptamer binding, % at 10 µM. hit rate 0.59% among 330,000. AID 488847;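 active = inhibition of aptamer binding above 40%, roughly 3 SD of noise, on plates passing a quality check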;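 also: median bead fluorescence of bound FAM aptamer so fluorescent compounds give negative values; no value below 0 was filed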
# Target sequence (P25098 whole entry, looked up): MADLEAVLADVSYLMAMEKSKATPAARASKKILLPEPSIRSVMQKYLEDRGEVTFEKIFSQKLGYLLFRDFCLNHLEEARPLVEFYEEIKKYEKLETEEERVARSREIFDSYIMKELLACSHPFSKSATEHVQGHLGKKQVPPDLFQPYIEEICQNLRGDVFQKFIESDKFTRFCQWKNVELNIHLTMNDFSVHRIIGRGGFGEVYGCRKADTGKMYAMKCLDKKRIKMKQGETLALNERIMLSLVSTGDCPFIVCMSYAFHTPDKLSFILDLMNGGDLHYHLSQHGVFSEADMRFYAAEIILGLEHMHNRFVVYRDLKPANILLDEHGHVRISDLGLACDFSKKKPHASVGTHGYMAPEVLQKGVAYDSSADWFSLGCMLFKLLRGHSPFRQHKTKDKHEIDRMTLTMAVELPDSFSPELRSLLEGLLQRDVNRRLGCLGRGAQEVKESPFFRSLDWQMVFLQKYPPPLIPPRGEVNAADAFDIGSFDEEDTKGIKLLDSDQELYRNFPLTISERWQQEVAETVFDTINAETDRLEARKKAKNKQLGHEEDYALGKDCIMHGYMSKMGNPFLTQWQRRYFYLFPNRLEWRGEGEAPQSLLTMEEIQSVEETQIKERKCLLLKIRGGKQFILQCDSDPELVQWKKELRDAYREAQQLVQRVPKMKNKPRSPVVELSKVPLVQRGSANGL
# CR mimetic SO: lowers age-related superoxide in aged yeast cells | hit rate 0.18% among 330,000 | S. cerevisiae aged cells, superoxide DHE fluorescence; stronger effect = lower value | superoxide response (% of plate mean), % at 10 µM;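 active = superoxide response under a set limit, about three screen SD below normal, cut at about 65% in these data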;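 also: yeast aged for seven days with compound at 30 °C before DHE staining; 100% = average MFI of all compound-treated wells on the plate with controls excluded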
# CIT2-GFP yeast: alters CIT2-GFP fluorescence in TOR pathway yeast screen. hit rate 0.065% among 320,000. GFP response vs DMSO, % at 10 µM. S. cerevisiae CIT2-GFP strain, flow cytometry, 3 h; 100 means same as DMSO wells. AID 2029;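 active = GFP response relative to DMSO above a set limit, near the screen mean plus 3 SD, cut at about 150% in these data; inconclusive = Fewer than 70 cells measured for a yeast strain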;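 also: ratio of well median GFP fluorescence to mean of DMSO wells on the plate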
# Bcl-xL primary: inhibitors of human Bcl-xL | GST-Bcl-xL / FITC-Bim BH3 peptide fluorescence polarization | Q07817 | inhibition, % at 10.9 µM | AID 2129 | hit rate 0.7% among 320,000;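 active = inhibition above the mean of all tested compounds plus 3 SD, cutoff set per campaign, cut at about 30% in these data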;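 also: 0% = DMSO wells and 100% = unlabeled Bim-BH3 peptide competitor; inhibitors lower millipolarization by displacing the labeled peptide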
# An asterisk follows results filed as active; ? = inconclusive; · = not tested or not shown.
SMILES,AGP1 TOR yeast,MEX-5 binding,MCL1 BIM primary,VLA-4 inh,GLD-1 TGE inh,GRK2 inh,CR mimetic SO,CIT2-GFP yeast,Bcl-xL primary
Cc1cc(C)n(-c2cccc(Cl)c2)c(=O)c1C#N,97.0,-1.2,4.6,-1.2,-1.1,0.0,96.2,81.6,4.1
COc1ccc(N(C(=O)c2ccn[nH]2)C(C(=O)NC2CCCC2)c2ccc(F)cc2)cc1 (stereo not given),102.7,12.6,5.4,2.6,5.4,0.0,100.7,106.0,4.7
C=CCNC(=O)c1ccc2c(c1)N(CC)C(=O)c1ccccc1S2,96.2,-0.5,0.5,-5.0,0.5,0.0,98.3,102.0,2.4
CC(C)CCN1CCN(Cc2ccon2)CC1CCO (stereo not given),106.2,0.6,-2.2,22.9,5.9,0.0,87.6,115.2,-0.6
N#C/C(=C\c1ccc(N2CCOCC2)o1)c1nc2ccccc2[nH]1,111.4,?,-144.1,-39.8,-119.3,0.0,110.3,124.7,-70.8
COc1cc(OC)cc(C(=O)NNC(=O)c2cc3ccccc3cc2O)c1,99.6,1.0,·,22.8,·,0.0,99.4,98.6,·
CCc1nc2oc3ccc(C)cc3c(=O)c2cc1C(=O)OC,85.9,0.9,·,-0.5,·,1.0,102.2,95.5,·
CC(C)(C)C1CCC(C(=O)Nc2ccccc2)CC1 (stereo not given),95.3,1.0,-0.4,10.5,2.0,0.0,91.0,89.8,1.5
O=C(N/N=C/c1cccc([N+](=O)[O-])c1)c1cccs1,105.0,1.9,-0.2,0.0,-2.2,1.0,95.2,93.2,-1.1
N#Cc1c(-c2ccc(Cl)cc2)cc(-c2ccccc2)nc1SCC(=O)O,96.2,1.1,15.4,-7.4,1.4,2.0,103.6,99.6,28.5
COc1ccc(S(=O)(=O)NC(C)C(=O)NCc2ccncc2)cc1C (stereo not given),102.3,0.8,-1.9,10.9,0.8,0.0,97.9,100.8,-1.4
COc1ccc(S(=O)(=O)N(C)C[C@H]2Oc3ccc(NS(=O)(=O)c4ccccc4)cc3C(=O)N([C@H](C)CO)C[C@@H]2C)cc1,85.9,·,·,-19.1,3.1,3.0,107.8,89.5,·
CC1=C(C(=O)N2CCOCC2)C(c2cccs2)NC(=O)N1 (stereo not given),108.3,-4.6,17.0,9.1,4.5,0.0,106.9,106.2,19.1
CCCCN(CC)CCNC(=O)c1cc2c(=O)[nH]c3ccccc3c2s1,110.3,0.2,2.8,3.2,-1.7,0.0,104.4,112.7,6.2
CCOC(=O)NN1C(=O)c2ccccc2NC1c1ccc(OC)cc1 (stereo not given),93.8,-2.1,-0.1,1.6,-6.6,0.0,105.0,93.5,-0.6
COc1cc(/C=N/O)ccc1Oc1ccc([N+](=O)[O-])cc1[N+](=O)[O-],98.5,1.0,12.4,-1.0,2.6,3.0,101.6,95.1,2.5
COc1ccc(C2C(C(N)=O)=C(C)Nc3nc(CCCO)nn32)cc1OC (stereo not given),100.5,0.9,3.6,17.5,0.5,2.0,100.2,109.8,1.4
Cc1ccccc1NC(=O)c1ccc(NC(=O)c2ccco2)cc1,106.2,·,-5.8,-0.9,8.4,0.0,95.0,100.7,-2.0
O=C(NCc1cccnc1)C(=O)c1c[nH]c2ccccc12,99.6,-3.6,-1.2,-8.6,-2.3,0.0,102.7,100.5,-4.7
CCCNC(=O)c1ccc(COc2ccc(C)cc2)o1,89.8,1.9,6.3,4.3,-4.0,5.0,106.5,92.7,2.2
CC(CN1CCCCC1)OC(=O)c1ccco1 (stereo not given),92.4,-0.2,-1.9,10.0,4.5,3.0,95.3,92.2,2.4
CC(C)c1ccccc1NC(=O)COc1ccc2c(=O)c(Oc3ccc4ccccc4c3)coc2c1,88.9,2.3,0.7,5.2,-5.6,2.0,87.7,95.1,1.4
S=c1[nH]nc(-c2ccco2)n1/N=C/c1cccc(Cl)c1,103.5,2.9,-32.5,10.9,-6.6,1.0,97.0,100.9,-37.2
O=C(NCc1cccs1)C1CCCN(S(=O)(=O)c2ccc(Br)s2)C1 (stereo not given),109.1,1.4,-2.1,15.3,5.8,0.0,95.7,104.0,2.6
CC(=O)Nc1c(O)c2ccccc2[nH]c1=O,98.7,-0.8,1.2,0.1,3.3,0.0,117.8,98.8,3.8
O=C(NNc1ccccc1[N+](=O)[O-])Nc1ccc(F)cc1,100.0,0.3,15.9,6.0,-0.9,2.0,95.0,95.1,8.9
Fc1ccc(N=C2NN=C(c3cc(F)ccc3F)CS2)cc1,94.0,·,10.0,13.2,6.4,0.0,94.4,91.3,4.8
COC(=O)c1sc(SC)c(-c2ccon2)c1C,100.2,-4.2,1.1,12.9,-1.5,0.0,79.3,88.0,3.9
COc1c(F)c(F)c(C(=O)O)c(Nc2ccccc2C)c1F,102.0,-1.7,1.7,-6.2,3.5,3.0,90.6,106.8,1.8
N#Cc1ccc(N/N=C/c2cn(-c3ccccc3)nc2-c2ccccc2)c([N+](=O)[O-])c1,102.1,0.2,-6.5,26.5,-5.1,0.0,94.4,108.2,-1.7
Fc1ccc(-c2csc(-c3ccncc3)n2)cc1,93.9,-4.4,-4.6,-0.3,4.6,1.0,96.7,109.8,4.1
CC(C)c1ccc(NC(=O)COC(=O)CC2CCCC2)cc1,87.8,·,·,13.4,5.7,0.0,122.1,82.4,·
CC(C)CC(=O)N=C1SC2CS(=O)(=O)CC2N1Cc1ccccc1Cl (stereo not given),·,-0.5,9.3,6.7,-0.6,1.0,93.5,·,9.6
COc1cccc(C2CCCCN(C)C2=O)c1 (stereo not given),109.3,-1.7,8.2,-0.5,7.0,0.0,97.0,99.2,4.0
CC(/C=C/c1ccco1)=N/NC(=O)c1ccccc1Cl,94.2,-5.4,10.4,1.4,5.3,0.0,117.2,90.9,4.2
Cc1cc(/C=N/NC(=O)CC2(C)OCCO2)c(C)n1-c1ccc(Cl)c(Cl)c1,101.0,0.2,-12.5,3.3,-5.0,4.0,105.5,90.6,-14.7
CCn1nnc(NC(=O)c2cccnc2)n1,102.9,-2.6,7.6,24.1,-2.2,0.0,98.3,92.3,6.0
O=C(NCCc1ccc(S(=O)(=O)N2CCCC2)cc1)c1cccs1,103.3,-1.4,8.6,-1.1,-0.4,1.0,93.0,106.7,6.2
CCCCC(c1nnnn1C1CCCC1)N1CCN(C2CCCC2)CC1 (stereo not given),103.0,0.3,-3.8,3.6,0.0,0.0,84.9,107.2,3.6
CC(Sc1nc(N)cc(=O)[nH]1)C(=O)Nc1cccc(Cl)c1 (stereo not given),86.8,3.4,-1.0,23.1,9.1,3.0,99.9,92.0,-0.9
Cc1ccccc1CS(=O)(=O)c1ccc(C(=O)N2CCOCC2)cc1[N+](=O)[O-],99.2,3.5,5.5,-0.9,0.0,3.0,119.8,102.1,2.3
CCC1NC(=O)c2cc(S(N)(=O)=O)c(Cl)cc2N1 (stereo not given),81.0,·,12.1,10.9,-1.2,3.0,102.1,80.1,-3.9
COC(=O)c1ccc(NC(=O)CSCc2ccccc2C)cc1,94.3,-0.9,4.5,-2.0,2.5,3.0,93.4,82.9,4.7
O=C(CCc1nc(-c2ccccc2)no1)NCc1ccccc1CN1CCOCC1,97.5,·,-2.9,-23.2,5.4,1.0,121.5,93.9,-0.3
COC(=O)c1ccc(OCC(O)CN(CC(C)C)CC(C)C)cc1 (stereo not given),102.5,2.2,-0.8,-5.9,-2.3,2.0,82.8,102.6,2.8
O=C1C(=O)N(CCN2CCOCC2)C(c2ccccc2)/C1=C(\O)c1ccc2c(c1)OCCO2 (stereo not given),113.2,-0.4,3.4,8.9,-0.7,5.0,96.1,109.2,8.1
COc1ccc(OC)c2sc(N(CCN(C)C)C(=O)/C=C/c3cccs3)nc12,100.0,-3.6,-0.8,8.4,3.6,0.0,76.2,92.4,-2.9
CCOc1ccc2nc(N(CCCN(C)C)C(=O)c3ccc4c(c3)CCCC4)sc2c1,94.3,0.8,3.1,-10.6,-3.9,0.0,94.2,109.2,3.0
COC(=O)C1=C(C)N(CCc2c[nH]c3ccc(OC)cc23)C(=O)C1,107.2,-1.2,-4.7,1.4,0.4,0.0,109.0,100.1,8.4
O=C(CSc1ncn(-c2ccccc2)n1)Nc1ccc2c(c1)OCCO2,96.2,0.0,-1.6,10.1,9.4,0.0,125.2,95.0,3.8
# Carrying on.
SMILES,AGP1 TOR yeast,MEX-5 binding,MCL1 BIM primary,VLA-4 inh,GLD-1 TGE inh,GRK2 inh,CR mimetic SO,CIT2-GFP yeast,Bcl-xL primary
O=C(NCC1CC1)Nc1cccc(Cl)c1,108.6,1.9,6.0,2.7,-2.8,0.0,92.4,104.9,3.6
NC(=O)C1(N2CCCCC2)CCN(C(=S)Nc2cccc(Cl)c2)CC1,99.4,0.0,3.1,23.9,4.9,8.0,93.2,98.7,0.4
O=C1CCC([N+](=O)[O-])C(c2cccc(Br)c2)N1 (stereo not given),94.1,-0.4,-6.2,13.6,-6.1,2.0,102.0,93.5,4.2
Brc1ccc(C=Nc2ccc3c(c2)OCCOCCOCCO3)s1,96.4,-2.3,2.5,4.7,0.7,2.0,87.6,88.6,-3.7
COc1ccc(NC(=O)CN2CCN(CC(=O)Nc3ccccc3F)CC2)c(OC)c1,106.5,2.1,-3.4,17.3,2.7,0.0,108.2,97.4,0.0
Cc1csc(CN(C)C(=O)CC2C(=O)NCCN2Cc2ccc(F)c(F)c2)n1 (stereo not given),101.1,-3.9,18.9,2.2,10.1,0.0,115.7,·,18.0
CCN(CC)CCN(CC)Cc1ccccc1Br,97.0,-0.7,4.4,15.7,3.9,99.0*,111.0,98.1,-0.3
C/C(=N\NC(=O)C(=O)Nc1cc(C)ccc1C)c1ccncc1,103.6,2.7,8.0,-6.6,-1.0,4.0,90.9,98.7,2.3
COC(=O)c1c(NC(=O)c2ccn(C)n2)sc2c1CCC2,92.1,-2.3,0.0,-4.9,-1.1,0.0,104.0,91.7,3.8
CC(C)(C)N1CC(C(=O)Nc2ccc(S(N)(=O)=O)cc2)CC1=O (stereo not given),94.8,-1.4,-14.8,11.8,-2.7,2.0,108.5,100.0,-15.5
C=CCNC(=O)CCCCC(=O)NCC=C,103.5,0.9,3.6,-12.4,4.7,1.0,82.2,85.4,2.1
CCOc1ccc(Nc2oc(Cc3ccccc3)nc2C#N)cc1,97.0,0.7,2.3,-4.2,9.7,0.0,102.0,101.6,1.3
COc1cc2oc3ccccc3c(=O)c2cc1OC,83.6,-2.8,3.8,-22.2,2.1,86.0*,113.5,90.8,3.3
CC(=O)N1c2ccc(S(=O)(=O)NCC3CCC(C(=O)NCc4ccco4)CC3)cc2CC1C (stereo not given),101.3,0.5,7.4,-3.3,-5.1,0.0,103.7,105.2,3.2
Cc1ccc(-c2n[nH]c(=S)n2/N=C/C=C/c2ccccc2[N+](=O)[O-])cc1,107.3,1.7,-21.9,-6.7,2.5,0.0,91.5,107.5,-32.0
CC(C)C(=O)Nc1ccc(-c2nnc(-c3ccccc3)o2)cc1,82.7,-0.9,·,8.5,·,4.0,102.5,95.3,·
CCOC(=O)Cn1nc2sc3ccccc3n2c(=O)c1=O,106.0,0.6,2.1,-1.2,-8.7,1.0,97.7,98.6,-0.4
